# PG9 Ab binder: binders of HIV-1 gp120 antibody PG9, primary screen, biochemical, TR-FRET; HIV-1 gp120 / PG9 antibody interaction; TR-FRET gp120-PG9 antibody binding; inhibition, % at 6.7 µM; actives 0.43% (n = 360,000); in the data active = inhibition above about 8.5%
# TDP2 inh: human TDP2 enzyme inhibitors, primary screen, biochemical, epi absorbance, recombinant enzyme. T5PNP hydrolysis, p-nitrophenol absorbance 415 nm. inhibition, % at 12.8 µM. actives 0.34% (n = 370,000). AID 720702, 2013;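 active = inhibition above the mean of all tested compounds plus 3 SD, set per campaign, cut at about 25% in these data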;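 note: 0% = DMSO with enzyme and 100% = buffer with substrate but no TDP2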
#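 Test system: Human TDP2 enzyme | Reagent: 5 mM T5PNP | Compound dosing: 12.8 µM single point, 1% DMSO | Incubation: Enzyme reaction with compound for 2 h at 37 °C | Technique: p-Nitrophenol epi absorbance | Read-out: % inhibition relative to enzyme-containing and enzyme-free wells | Benchmarks: High control without enzyme, low control DMSO plus TDP2 | Replicates: Singlicate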
# UHRF1 MBD2 ctr: UHRF1 methylated DNA binding inhibitors, primary screen, counter-screen for MBD2 inhibitor project, biochemical, TR-FRET, human UHRF1, single concentration | actives 0.75% (n = 370,000) | UHRF1 binding to methylated oligo | inhibition, % at 4.4 µM; in the data active = inhibition above about 21%;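 note: UHRF1 SRA domain binding a hemimethylated CpG hairpin DNA probe; 0% = median of test compound wells and 100% = reference inhibitor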
# mABHD4 FP: ABHD4 inhibitors, primary screen, biochemical, fluorescence polarization, mouse; (Lyso)-N-acylphosphatidylethanolamine lipase (Mus musculus), Q8VD66; purified mABHD4, FP-Rh probe fluorescence polarization; inhibition, % at 8.92 µM; actives 0.54% (n = 370,000); AID 720543, 2013;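 active = inhibition exceeding the mean over every tested compound plus 3 SD, cut at about 30% in these data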;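 note: 0% = plate median of compound wells and 100% = S159A mutant with DMSO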
#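 system = mouse ABHD4 enzyme, wild type | medium = HEPES pH 7.0, NaCl, Pluronic buffer | also added = FP-Rh probe | incubation = Enzyme–compound pre-incubation 45 min, then probe 60 min, both 25 °C | technique = fluorescence polarization, excitation 525 nm, emission 598 nm, BODIPY TMR filters | controls = S159A mutant high control, sample median low control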
# HTRA1 inh: HTRA1 serine protease inhibitors, primary screen, biochemical, fluorescence polarization, HTS. actives 0.5% (n = 340,000). inhibition, % at 5.96 µM. Q92743. recombinant HTRA1, FP-rhodamine activity-based probe; in the data active = inhibition above about 36%;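 note: 0% = enzyme with DMSO and 100% = wells lacking enzyme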
# SIAE inh: human SIAE inhibitors, primary screen, biochemical, fluorescence polarization, FP-Rh probe, 1536-well HTS; AID 1053197, 2014; Sialate O-acetylesterase (Homo sapiens), Q9HAT2; SIAE FP-Rh probe binding; inhibition, % at 9.66 µM; actives 0.69% (n = 370,000);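 active = inhibition above a cutoff: mean of compounds within the control limits plus 3 SD of those, cut at about 17% in these data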;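 note: 0% = plate median of compound wells and 100% = probe without SIAE protein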
# Target sequence (Q9HAT2 whole entry, looked up): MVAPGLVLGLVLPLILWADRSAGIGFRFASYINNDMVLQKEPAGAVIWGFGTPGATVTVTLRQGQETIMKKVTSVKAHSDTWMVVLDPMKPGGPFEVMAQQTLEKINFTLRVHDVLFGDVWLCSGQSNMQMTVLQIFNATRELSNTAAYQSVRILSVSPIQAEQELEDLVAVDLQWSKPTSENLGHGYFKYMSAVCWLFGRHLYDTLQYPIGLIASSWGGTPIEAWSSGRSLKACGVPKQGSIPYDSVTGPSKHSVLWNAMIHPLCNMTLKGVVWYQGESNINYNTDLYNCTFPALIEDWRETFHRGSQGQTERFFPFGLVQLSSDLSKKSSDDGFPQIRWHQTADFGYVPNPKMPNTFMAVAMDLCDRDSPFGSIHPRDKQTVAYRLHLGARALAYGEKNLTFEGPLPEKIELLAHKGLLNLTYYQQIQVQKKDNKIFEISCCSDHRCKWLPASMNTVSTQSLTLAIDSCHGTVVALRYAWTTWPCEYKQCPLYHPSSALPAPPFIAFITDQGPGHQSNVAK
# LEDGF integ inh: blockers of LEDGF/p75-dependent integrase strand transfer – biochemical, TR-FRET, high throughput, primary screen | HIV-1 integrase (with human LEDGF/p75) | TR-FRET IN-LEDGF/p75 DNA integration, Eu/Cy5 | inhibition, % at 3.7 µM | actives 0.64% (n = 370,000) | AID 743269, 2014;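 active = inhibition above the screen-wide mean plus 3 SD, cut at about 13% in these data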;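 note: signal is the Cy5 over europium emission ratio at 671 and 618 nm; 0% = plate median of compound wells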
# DDE Tn7 FP inh: inhibitors of Tn7 peptide binding to fibrin DD(E), primary screen, biochemical, fluorescence polarization, human fibrin, Tn7 probe; AID 720508, 2013; Fibrinogen beta chain (Homo sapiens), P02675; FP displacement of FITC-Tn7 peptide from fibrin DD(E); 0% = median of compound wells per plate; actives 0.13% (n = 370,000); inhibition, % at 8.3 µM;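 active = inhibition above the mean of compounds falling within the control limits plus 3 SD of them, cut at about 14% in these data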;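 note: 0% = plate median of compound wells and 100% = 10 µM Aha-Tn7 peptide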
# Target sequence (P02675 whole entry, looked up): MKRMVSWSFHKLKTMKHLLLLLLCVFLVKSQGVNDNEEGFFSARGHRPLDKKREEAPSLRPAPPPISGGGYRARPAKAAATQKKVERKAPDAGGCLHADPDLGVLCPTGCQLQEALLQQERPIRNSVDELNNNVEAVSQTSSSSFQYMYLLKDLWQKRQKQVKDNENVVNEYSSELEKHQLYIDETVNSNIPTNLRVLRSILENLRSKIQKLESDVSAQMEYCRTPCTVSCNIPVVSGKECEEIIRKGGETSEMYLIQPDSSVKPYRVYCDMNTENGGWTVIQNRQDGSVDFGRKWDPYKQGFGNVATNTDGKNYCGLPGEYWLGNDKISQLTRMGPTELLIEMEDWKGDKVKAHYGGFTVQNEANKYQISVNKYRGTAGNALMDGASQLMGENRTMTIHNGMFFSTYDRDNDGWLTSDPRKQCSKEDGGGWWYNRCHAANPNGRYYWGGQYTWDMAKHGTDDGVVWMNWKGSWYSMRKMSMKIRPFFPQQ
#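 Assay system: Human fibrin DD(E) protein | Medium: Tris buffer with calcium and detergent, pH 7.8 | Reagent: 0.1 µM fluorescent Tn7 | Compound dosing: Single point at 8.3 µM | Times: 10 min preincubation, 3 h with tracer, room temperature | Detection: Fluorescence polarization of the labelled Tn7 tracer | Controls: Aha-Tn7 high control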
# TCR CD3 inh: inhibitors of human TCR-CD3 interaction, primary screen, biochemical, fluorescence, TAMRA-labeled TCR probe; T-cell receptor (TCR); inhibition, % at 9.4 µM; AID 651800, 2012; actives 0.37% (n = 360,000); in the data active = inhibition above about 19%;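 note: recombinant mutant TCR 2C K166C tagged with TAMRA read by polarization; 0% = receptor in buffer alone and 100% = receptor with positive control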
# PRMT1 FP inh: PRMT1 methyltransferase inhibitors, primary screen, biochemical, fluorescence polarization; recombinant PRMT1, activity-based probe fluorescence polarization; inhibition, % at 2.79 µM; Protein arginine N-methyltransferase 1 (Homo sapiens), Q99873; actives 1.3% (n = 370,000);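 active = inhibition above about 21% made by adding two undisclosed values, limit read from the data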
# * marks the source's active call; other numbers are inactive results; nt = not tested or not shown.
SMILES,PG9 Ab binder,TDP2 inh,UHRF1 MBD2 ctr,mABHD4 FP,HTRA1 inh,SIAE inh,LEDGF integ inh,DDE Tn7 FP inh,TCR CD3 inh,PRMT1 FP inh
CNC(=O)NC(=S)NC(=O)c1cccc(Cl)c1,1.5,7,-1,-5,-1,2,-5,8,1,-1
Cc1ccc(S(=O)(=O)Nn2c(C)ccc2C)cc1,-0.6,6,1,16,2,2,4,4,-9,5
N/C(=N\OC(=O)c1cccc(Cn2cc(C(F)(F)F)ccc2=O)c1)c1ccc(Cl)cc1,0.3,-8,1,-1,nt,-21,-3,4,-5,3
O=C(OC12CCCN(C1)/C(=C/c1ccc(Cl)cc1)C2)c1ccc(Cl)cc1 (configuration not stated),nt,4,1,1,nt,2,0,-5,nt,0
C[C@H]1COc2cc(N3CCCC3)ccc2S(=O)(=O)N1C,nt,-6,-1,7,nt,7,-1,-1,nt,0
COc1cccc(NC(=O)Nc2c(-c3ccc(F)cc3)nc3ncccn23)c1,nt,0,1,3,nt,4,-2,3,nt,-1
CCCCn1c(N)c(N(CCOC)C(=O)CCCc2cccs2)c(=O)[nH]c1=O,0.5,-5,1,0,4,7,2,8,-6,5
CCOC(=O)C1CCN(S(=O)(=O)c2ccc(OC)c(Cl)c2Cl)CC1,-3.1,9,2,-9,-9,-2,1,-7,-4,2
Cc1cccc(Oc2ccc(NC(=O)c3ccccc3C(=O)O)cc2)c1,-1.6,-5,0,-1,5,3,-4,4,-1,3
Cc1nnc(NC(=O)CSc2nnc3ncccn23)s1,-2.7,-4,-1,3,4,-3,-4,-1,1,2
O=C(N/N=C/c1cc(Br)c(O)c(Br)c1)C1CC1,-5.5,1,0,-4,0,1,0,1,-1,0
Cc1cc(-n2c(=O)c(C#N)cc3c(=O)n4ccccc4nc32)no1,-1.1,-11,-8,-1,11,-3,-1,-3,3,5
Cc1cc(C)c(C)c(S(=O)(=O)N2CCN(C(=O)c3ccco3)CC2)c1C,-2.0,-11,-1,-6,nt,0,5,-11,2,-3
O=C(Nc1ccccn1)c1ccc(Br)s1,-1.0,-11,3,0,5,-12,0,3,4,-5
COc1ccc2oc(=O)cc(CN3CCN(Cc4ccccc4)CC3)c2c1,-0.1,-4,3,10,0,-1,0,-1,-10,4
O=C(O)Cn1nc(-c2ccc(Cl)cc2)ccc1=O,-1.4,12,2,-4,-13,2,0,-2,12,-1
CC(SCc1nc2sc3c(c2c(=O)[nH]1)CCCC3)C(=O)Nc1ccccn1 (configuration not stated),-0.2,11,-2,1,3,17,2,4,9,0
COc1ccc(C2C(C#N)=C(/N=C/N3CCN(C)CC3)OC3=C2C(=O)CC(C)(C)C3)cc1 (configuration not stated),1.1,0,1,4,-6,3,2,-5,-1,-2
CCSc1ccccc1C(=O)NCc1ccc(S(N)(=O)=O)cc1,1.5,10,0,2,7,-1,0,-3,3,7
COc1ccc(-c2cnc3c(NC(C)=O)cc(-c4cccc(C(=O)NCCN(C)C)c4)cn23)cc1OC,-0.7,-4,13,2,nt,2,0,6,-2,0
O=C(CCCC(=O)NCc1ccc(F)cc1)NCc1ccc(F)cc1,-3.8,-5,1,-1,0,-5,0,0,4,-1
O=C1CC(c2cccc(Cl)c2)CC(O)=C1C=NCCCO (configuration not stated),-3.4,-18,1,-3,1,0,3,0,-8,0
CC(C)(C)c1ccc(C(=O)NN2C(=O)CSC2=S)cc1,-0.2,-4,-1,-76,-4,-8,1,6,-28,20
CN(C)c1ccc(/C=N/NC(=O)c2ccc(Cn3cc(Br)cn3)o2)cc1,-5.5,-3,0,-8,-4,4,-1,7,-8,1
COc1ccc(C(=O)Nc2cccc3ccccc23)cc1,-1.7,4,1,4,8,-2,-7,-2,-6,9
Cc1cc(C(=O)NNS(=O)(=O)c2ccc(F)cc2)nn1C(C)(C)C,-2.2,-9,1,0,-3,3,-3,11,2,0
CCCCCCN1C[C@@H](n2cc(-c3ccc(F)cc3)nn2)[C@H](O)C[C@@H]1c1ccc(OC)cc1,-1.2,0,-1,-15,-59,-23,1,3,9,-1
Oc1ccccc1N=Cc1ccc[nH]1,-2.4,9,-16,22,18,8,3,0,0,11
CC1(C(=O)NS(=O)(=O)c2ccc(Cl)cc2)CCN1C(=O)CCC1CCCC1 (configuration not stated),-1.3,-3,0,6,nt,-2,4,-4,0,-2
O=C(NCc1ccccn1)c1cc(-c2ccccc2)on1,-0.2,-19,-3,1,-1,-9,-4,4,6,0
O=C(N/N=C/c1c(O)ccc2ccccc12)c1ccc(Br)o1,-0.1,-7,-6,38*,48*,12,1,-10,26*,1
COc1ccccc1NC(=O)CNc1ccc(F)c(Cl)c1,-0.1,5,0,-6,-1,-2,-5,7,-1,0
COCC(=O)NC1CCN(C(=O)NCc2ccccc2)CC1,0.7,-4,2,3,3,-6,-1,3,-5,1
CCCN(CCC)C(=O)Cn1ccc(=N)c2ccccc21,-0.9,1,0,2,-5,0,2,-1,-2,-1
CCOC(=O)C1CCN(C(=O)COC(=O)/C=C/c2ccccc2)CC1,1.0,-4,3,10,10,9,-3,1,-2,6
Nc1[nH]c(C(=O)c2ccccc2)c(-c2ccccc2Cl)c1C(=O)NCCc1c[nH]c2ccccc12,1.9,-3,-3,16,nt,7,6,-3,0,-1
C=CCn1cc(Cl)cc(C(=O)Nc2ccccc2)c1=O,-1.4,-1,4,-6,0,5,7,-1,-10,4
CCN(CC)CCN1C(=O)C(=O)/C(=C(/O)c2ccc(Cl)cc2)C1c1ccncc1 (configuration not stated),-0.5,-1,5,3,5,1,-2,1,0,1
CCOc1ccc(NC(=O)COC(=O)CC2CC3CCC2C3)cc1 (configuration not stated),-2.1,-6,0,1,-15,4,-9,-4,-7,5
Cc1ccc(S(=O)(=O)NC(=O)C2(C)CCN2C(=O)CC2CCCC2)nc1 (configuration not stated),-1.1,-3,0,2,nt,-2,-3,6,-1,2

# One compound at a time, from the list above:
# Profile of `COc1ccccc1NC(=O)CNc1ccc(F)c(Cl)c1` = PG9 Ab binder = -0.1; TDP2 inh = 5; UHRF1 MBD2 ctr = 0; mABHD4 FP = -6; HTRA1 inh = -1; SIAE inh = -2; LEDGF integ inh = -5; DDE Tn7 FP inh = 7; TCR CD3 inh = -1; PRMT1 FP inh = 0
# Profile of `COc1ccc2oc(=O)cc(CN3CCN(Cc4ccccc4)CC3)c2c1` = PG9 Ab binder = -0.1; TDP2 inh = -4; UHRF1 MBD2 ctr = 3; mABHD4 FP = 10; HTRA1 inh = 0; SIAE inh = -1; LEDGF integ inh = 0; DDE Tn7 FP inh = -1; TCR CD3 inh = -10; PRMT1 FP inh = 4

# (further entries)
SMILES,PG9 Ab binder,TDP2 inh,UHRF1 MBD2 ctr,mABHD4 FP,HTRA1 inh,SIAE inh,LEDGF integ inh,DDE Tn7 FP inh,TCR CD3 inh,PRMT1 FP inh
Cc1n(CC(=O)c2ccc(F)cc2)c2ccccc2[n+]1C,-1.4,-3,-1,-4,5,0,-3,-8,7,-1
CCOC(=O)C1=C[C@@H](C(C)(C)C)N(S(=O)(=O)c2ccc([N+](=O)[O-])cc2)[C@H]1c1cccc(Cl)c1,0.4,0,2,5,nt,-9,1,-3,0,1
Cc1ccc(C(=O)COC(=O)COc2ccccc2O)cc1C,-1.4,-2,-1,-5,6,7,-3,1,-3,-2
COc1ccc(C(=O)OCCCN(C)C)cc1OC,-1.1,1,3,0,3,1,3,1,1,0
CCOC(=O)[C@]12CCCC=C1N(Cc1ccc3c(c1)OCO3)C(=O)[C@H](CC(=O)N1CCN(C(=O)c3ccco3)CC1)C2,1.5,8,3,-12,nt,1,2,2,-4,6
Cc1nnc(NC(=O)Oc2ccccc2)s1,0.1,4,1,-3,11,3,1,2,6,1
C/C(=N\NC(=O)c1ccccc1[N+](=O)[O-])c1ccc(Br)s1,-3.1,-4,2,-1,2,-1,59*,-6,-3,1
CCCCCCn1cc(C(=O)O)c(=O)c2ccccc21,-0.3,-1,-3,6,5,2,2,1,12,-3
CCc1ccc2c(CN3CCN(S(=O)(=O)c4cccs4)CC3)cc(=O)oc2c1,0.4,-19,4,-10,-18,-5,-1,-8,-6,-5
CCOc1cc(CNn2cnnc2)cc(Br)c1OCC(=O)NC(C)(C)C,-2.5,-9,1,6,5,4,3,-1,-2,-1

# Among those listed so far, these contain fluorine:
SMILES,PG9 Ab binder,TDP2 inh,UHRF1 MBD2 ctr,mABHD4 FP,HTRA1 inh,SIAE inh,LEDGF integ inh,DDE Tn7 FP inh,TCR CD3 inh,PRMT1 FP inh
N/C(=N\OC(=O)c1cccc(Cn2cc(C(F)(F)F)ccc2=O)c1)c1ccc(Cl)cc1,0.3,-8,1,-1,nt,-21,-3,4,-5,3
COc1cccc(NC(=O)Nc2c(-c3ccc(F)cc3)nc3ncccn23)c1,nt,0,1,3,nt,4,-2,3,nt,-1
O=C(CCCC(=O)NCc1ccc(F)cc1)NCc1ccc(F)cc1,-3.8,-5,1,-1,0,-5,0,0,4,-1
Cc1cc(C(=O)NNS(=O)(=O)c2ccc(F)cc2)nn1C(C)(C)C,-2.2,-9,1,0,-3,3,-3,11,2,0
CCCCCCN1C[C@@H](n2cc(-c3ccc(F)cc3)nn2)[C@H](O)C[C@@H]1c1ccc(OC)cc1,-1.2,0,-1,-15,-59,-23,1,3,9,-1
COc1ccccc1NC(=O)CNc1ccc(F)c(Cl)c1,-0.1,5,0,-6,-1,-2,-5,7,-1,0
Cc1n(CC(=O)c2ccc(F)cc2)c2ccccc2[n+]1C,-1.4,-3,-1,-4,5,0,-3,-8,7,-1
